Bioassay records from PubChem.
Imprint erasure: induces erasure of genomic imprints in mouse ES cells; Potency, µM (series often up to 60.7 µM), for inactives: at the top dose activity change, positive = activation, usual class: activators; 110,000 tested, 0.02% active; AID 1948; mouse ES Peg3-LacZ reporter, beta-gal luminescence, 40 h;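 further: 0% = negative control wells on the plate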
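Gelatin-coated wells received 300 freshly trypsinized female ES cells with a Peg3LacZ-Neo reporter on the maternal allele, then incubated 40 hours at 37C. BetaGlo was added for 5 minutes at room temperature before a single luminescence read.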
p53ts 39C tox: kills p53ts cells at the nonpermissive temperature. H1299-p53A138V viability at 39C, ATP luminescence, 24 h. Potency, µM (top dose mostly 46.1 µM), without a hit: at the top dose activity change, negative = cell killing, actives largely listed as cytotoxic. 130,000 tested, 1.5% active; further: nearly all actives have a fitted effect of over 55% in size
IkB signaling: inhibitors of IkB signaling in ABC-DLBCL cells. Potency, µM (titrated, usually from 57.1 µM), for inactives: at the highest dose IkBa stabilization activation. AID 445. ABC-DLBCL IkBa-CBG/CBR dual luciferase ratio, 4 h; response scale: scaled: untreated 0%, proteasome inhibitor 100%. 110,000 tested, 0.04% active; active means well fitted curve in the direction sought with a large enough effect in the signal ratio, not every such curve was filed as active; inconclusive means small, poorly fitted or top-dose-only effect, or a change in a side signal; the % refers to the signal ratio;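 further: the direction sought is a rising ratio; 0% = basal untreated cells and 100% = reference inhibitor full response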
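Curves were fitted separately to fusion (green), unfused (red) and ratio luminescence, then classed by r2, magnitude and activity. Cells: OCI-Ly3, 4 h compound plus doxycycline at 37C; 10 uM MG-132 defined full response.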
p53ts 32C tox: cytotoxicity in p53ts cells at permissive temperature; Potency, µM (highest dose often 46.1 µM), for the others: at the highest dose activity change, negative = cytotoxicity, actives largely listed as cytotoxic; H1299-p53A138V at 32C, ATP luminescence viability, 24 h; AID 924; 130,000 tested, 0.93% active;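 further: 0% = DMSO and -100% = full killing by reference compound; nearly all actives have a fitted effect of over 55% in size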
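ATP-content luminescence (ATPlite) read-out after 24 h compound exposure at 32C in H1299-p53A138V cells (600/well). Tested up to 46 uM. Normalized to DMSO (0%) and 100 uM tamoxifen (100% killing); Hill-fit AC50.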
Numbers without * were called inactive; u = inconclusive; x = not tested or not shown; & = joins results of further samples; [ ] = another dose, or the depositor's remark. Unless noted, the call rests on the fitted dose curve; in most records, active means well fitted curve in the direction sought with a large enough effect; inconclusive means small, poorly fitted or top-dose-only effect, or another doubt; inactive means no such curve, though single readings can be large; an effect the other way counts as inactive or inconclusive. Unless noted, on the % scale 0 is the no-effect control and ±100 the full control effect; potency means the concentration at half of the fitted maximal effect. Not a hit list (roughly 1.7% active in at least one column).

Molecule | Imprint erasure | p53ts 39C tox | IkB signaling | p53ts 32C tox
CCC(=O)Nc1c(C(=O)N2CCN(c3ccc(F)cc3)CC2)oc2ccccc12 | -6%[10.9 µM] | -16% | 0.3% | -4%
O=S1(=O)C=C(N2CCOCC2)c2ccccc21 | 1% | -3% | 1.3% | -6%
O=C(Cn1cc(S(=O)(=O)N2CCCC2)c(S(=O)(=O)N2CCCC2)c1)Nc1ccc(F)cc1 | -8%[10.9 µM] | 37%[activator] | 0.1% | -2%
COc1ccc(-n2c(=O)c3sc4ccccc4c3n(Cc3ccccc3)c2=O)cc1 | -8%[10.9 µM] | -22% | 0.8% | -1%
O=C(Nc1cnc2ccccc2c1)C1COc2ccccc2O1 (stereo unspecified) | -16% | 5% | u | -13%
Cc1csc(NC(=O)C2CCN(C(=O)CSc3nnc(C)n3Cc3ccccc3)CC2)n1 | -12% | -4% | 2.7% | 3%
O=C(OCC(=O)N1CCc2ccccc21)c1cccnc1 | x | 5% | 11% | -6%
COC(=O)CSC1=C(C#N)C(c2sccc2C)CC(=O)N1 (stereo unspecified) | -14% | 3%&5% | 6.3% | -4%&6%
Cc1ccc(NC(=O)Cn2c(=O)n(Cc3ccco3)c(=O)c3ccccc32)cc1 | -5%[10.9 µM] | 7% | -2.0% | 0%
CCN(Cc1ccccc1)Cc1c(O)ccc2c(=O)c(-c3ccc(Cl)cc3)coc12 | -7%[10.9 µM] | 2% | -2.4% | -13%
O=C1C=CC2(OCCCO2)C(Br)=C1 | x | 8%[9.22 µM] | x | 0%[9.22 µM]
COC(=O)c1ccc(NC(=O)C(=O)NCCc2sc3nc(-c4ccc(OC)cc4)nn3c2C)cc1 | -15%[10.9 µM] | -4% | -0.4% | 4%
O=C(NCCCc1nc2ccccc2n1Cc1c(F)cccc1Cl)C1CCCCC1 | -7%[10.9 µM] | -25% | 0.7% | -6%
COc1ccc(C2=NO[C@@H]3C(=O)N(c4c(C)cccc4C)C(=O)[C@H]23)cc1OC | 1% | 13% | 0.0% | 6%
O=C(OCc1cc(=O)n2nc(-c3cccs3)sc2n1)c1ccc(F)cc1 | 7%[10.9 µM] | -6% | 1.5% | -1%
CC(C)(C)c1ccc(C(=O)Nc2sc3c(c2C#N)CCC(C(C)(C)C)C3)cc1 (stereo unspecified) | -11%[10.9 µM] | 28% | -0.4% | -6%
C#CCOC(=O)C1C2C=CC(C2)C1C(=O)O (stereo unspecified) | x | 11% | x | 0%
COc1ccc([C@H]2[C@@H](C#N)[C@H](C#N)N3CCCN23)cc1 | x | 14% | x | -8%
COc1ccc(S(=O)(=O)Cc2ccc(C(=O)NC(C)C)o2)cc1 | -4% | 11% | -3.6% | 4%
Cc1ccc(NC(=O)c2c(NC(=O)Cc3ccccc3)sc3c2CCCC3)cc1 | -13%[10.9 µM] | 0% | u | 4%
CCOC(=O)c1oc2ccccc2c1CN1CCN(C)CC1 | x | 27% | x | -8%
COc1ccc(C(=O)NC2(C(F)(F)F)C(=O)NC(C)=C2C#N)cc1OC (stereo unspecified) | 7%[10.9 µM] | -4% | -1.1% | -6%
COc1ccc(OC)c(-c2[nH]nc3c2C(c2ccco2)C(C#N)=C(N)O3)c1 (stereo unspecified) | -9% | -4% | 6.9% | 5%
Cc1ccc(C(=O)NCCCNCCCNC(=O)c2ccc(C)nc2)cn1 | x | 22% | x | 5%
O=C(NCCc1ccc(Cl)cc1)c1cnc2n(c1=O)CCS2 | -9% | 0% | 3.5% | 2%
Cc1nn2c(-n3ccnc3)c3c(nc2c1-c1ccccc1)CCC3 | -9% | 6% | -0.9% | -4%
COc1ccc(CCNC(=O)C(=O)NCC(c2cccs2)S(=O)(=O)c2ccc(C)cc2)cc1 (stereo unspecified) | -9%[10.9 µM] | 1% | u | 10%
COc1ccc(NC(=O)CNS(=O)(=O)c2cccc3nonc23)c(OC)c1 | -5% | 0% | 1.2% | 3%
CN(C)S(=O)(=O)c1ccc2c(c1)N(CC(=O)NCc1ccccc1)C(=O)C1CCCCN21 (stereo unspecified) | 7%[10.9 µM] | -4% | 1.1% | 10%
CCC(C)Sc1nc2c(c(=O)[nH]c(=O)n2C)n1Cc1ccccc1Cl (stereo unspecified) | -18% | 2% | 1.3% | 8%
Cc1ccc(N2CCCn3c2nc2c3c(=O)n(CC(=O)OCc3ccccc3)c(=O)n2C)cc1C | 17% | 2% | 2.6% | 0%
COc1ccc(OC)c(-c2nc(Nc3ccccc3C)sc2CC(=O)O)c1 | -5%[10.9 µM] | 5% | -2.9% | 6%
O=C(CSc1ccc2nnc(-c3ccccc3)n2n1)NCC1CCCO1 (stereo unspecified) | -8% | 4% | -0.9% | 4%
O=C1c2ccccc2NC(c2ccccc2)N1Cc1ccco1 (stereo unspecified) | -16% | 5% | 3.9% | 7%
CC(=O)c1cccc(OCC(=O)c2cc(C)n(-c3cc(C)on3)c2C)c1 | -26% | -14% | 11% | -3%
O=C(NCc1ccco1)c1ccc(CS(=O)(=O)c2cccc(C(F)(F)F)c2)o1 | -12% | 9% | 0.9% | 13%
CCC(C(=O)NC1CCCC1)N(C(=O)Cn1nnc(-c2ccc(C)o2)n1)C(C)(C)C (stereo unspecified) | -13% | 4% | 0.7% | 9%
CCOc1ccccc1N(CC(=O)NC1CCCC1)C(=O)CCC(=O)Nc1cc(C)on1 | 0% | 8% | u | 11%
O=C(Nc1nc(SCc2ccc(F)cc2)ns1)c1ccco1 | -42%[inhibitor] | 7% | 5.8% | 0%
COCCn1nnnc1C(c1ccc(C)cc1)N1CCN(Cc2ccc3c(c2)OCO3)CC1 (stereo unspecified) | -10% | 4% | 0.4% | -8%
CO[C@H]1COC(=O)CCC[C@H](C)[C@@H](OC)COC(=O)C/C=C\[C@@H]1C | x | -4%[9.22 µM] | x | 7%[9.22 µM]
NC(=O)c1c(NC(=O)CS(=O)(=O)c2ccc(Cl)cc2)sc2c1CCCCC2 | 20%[10.9 µM] | u | u | -6%
COC(=O)c1ccc(Cn2cnc3nc4c(cc3c2=O)CCCC4)cc1 | -3%[10.9 µM] | -14% | -1.6% | -3%
CCCCC(=O)N(c1ccc(OC)cc1)C1C=CS(=O)(=O)C1 (stereo unspecified) | -1% | 5% | 0.6% | -4%
COc1cc(S(=O)(=O)N2CCOCC2)ccc1NC(=O)c1cc2c(s1)CCC2 | -4% | -20% | -0.2% | 20%
Cc1cc(Cl)cc(Br)c1OCCCCn1cncn1 | 0% | 1% | -0.9% | -5%
CCOC(=O)CSc1nnc(CNC(=O)c2cccs2)n1CCc1ccccc1 | -3% | -17% | 1.0% | 4%
CC1CCCC(NC(=O)CSc2nccn2C)C1C (stereo unspecified) | 6% | -7% | 1.2% | 4%
Cc1[nH]c(=O)[nH]c(=O)c1S(=O)(=O)N1CCOCC1 | -2% | 2% | 2.6% | 9%
N#CC(=C1CCCC1)c1nc(-c2ccccc2O)cs1 | -75%[inhibitor] | 13µM* | 0.0% | 10µM*
Cc1cc(Cl)c2c(c1)[C@]1(C(=O)N2)[C@@H]2C(=O)N(Cc3ccccc3)C(=O)[C@@H]2[C@@H]2CCCN21 | -8% | 7% | u | 14%
CC(=O)c1cccc(NC(=O)CCc2c(C)nc3c(c(C)nn3-c3ccccc3)c2C)c1 | -6%[10.9 µM] | -6% | u | -2%
CCCOC(=O)c1ccc(OCC(O)Cn2c(C)nc3ccccc32)cc1 (stereo unspecified) | -19% | -9% | u | -7%
Cc1cccc(NC(=O)CCN2C(=O)C3C4C=CC(C4)C3C2=O)n1 (stereo unspecified) | -7% | 7% | -0.9% | 17%
CCOc1ccccc1NC(=O)CCc1c(C)nc2c(c(C)nn2-c2ccccc2)c1C | -7%[10.9 µM] | -13% | 1.0% | -12%
CCOC(=O)Cn1c(C)c(Br)c(=O)c2cccc(C)c21 | -2% | 7% | 2.2% | 6%
CC1CN(c2nc3ccccc3nc2C(C#N)C(=O)NCc2ccc3c(c2)OCO3)CC(C)O1 (stereo unspecified) | -11% | 3% | 2.7% | 9%
O=C(NC12CC3CC(CC(C3)C1)C2)N1CCN(c2ccccn2)CC1 | -17% | 7% | -1.5% | 0%
CC(=O)Nc1nc2ncc(C=O)nc2c(=O)[nH]1 | -10%[10.9 µM] | -10%[9.22 µM] | -1.5%[11.4 µM] | 3%[9.22 µM]
COC(=O)Nc1ccc(C)c(NC(=O)OC)c1 | 0% | -4% | 1.0% | 13%

Given field by field: entries from further up.
SMILES: COc1ccc(C2=NO[C@@H]3C(=O)N(c4c(C)cccc4C)C(=O)[C@H]23)cc1OC
  Imprint erasure = 1%	p53ts 39C tox = 13%	IkB signaling = 0.0%	p53ts 32C tox = 6%

SMILES: O=C(OCc1cc(=O)n2nc(-c3cccs3)sc2n1)c1ccc(F)cc1
  Imprint erasure = 7%[10.9 µM]	p53ts 39C tox = -6%	IkB signaling = 1.5%	p53ts 32C tox = -1%

Remaining list, next part:
Molecule | Imprint erasure | p53ts 39C tox | IkB signaling | p53ts 32C tox
COC(=O)c1[nH]c2ccccc2c1NS(=O)(=O)c1ccc(F)c(C)c1 | -14% | 2% | 0.3% | -12%
Cc1ccc(NC(c2nnc(-c3ccccc3)o2)c2ccccc2F)c([N+](=O)[O-])c1 (stereo unspecified) | -42%[inhibitor][10.9 µM] | -26% | -1.4% | -3%
Cc1ccc(OCCSc2nc3ccc(NC(=O)c4ccc5c(c4)OCO5)cc3s2)cc1 | -8%[10.9 µM] | -16% | u | -5%
CNS(=O)(=O)c1cccc(C(=O)OCC(=O)Nc2ccccc2OC(F)F)c1 | -3% | -3% | 0.8% | -6%
O=C(COc1ccccc1)Nc1ccc2nc(SCC(=O)N3CCCC3)sc2c1 | 8%[10.9 µM] | 4% | u | -13%
O=C1CC(NCc2ccncc2)C(=O)N1c1ccccc1 (stereo unspecified) | u | 3% | 5.8% | 14%
COc1cccc(-c2nnn(CCc3nn[nH]n3)n2)c1 | x | 6% | x | -5%
O=C(Cn1c(=O)n(-c2ccccc2)c(=O)n1CC(=O)N1CCCCC1)N1CCCCC1 | 1% | 1% | -0.3% | -4%
O=C(O)c1ccccc1NCn1c(=S)sc2ccccc21 | -7%[10.9 µM] | -2%[9.22 µM] | 0.9%[11.4 µM] | 2%[9.22 µM]
O=C(c1cccc(S(=O)(=O)N2CCCC2)c1)N1CCN(c2ccccc2)CC1 | -3% | 3% | 1.2% | 7%
O=C(O)CC1SC(=Nc2ccccc2)N(c2ccccc2)C1=O (stereo unspecified) | 19% | -7% | 2.7% | 12%
CCSc1nnc(-c2ccccc2N)c(=O)[nH]1 | -14% | 8% | 2.4% | -4%
COc1ccc(OC)c(S(=O)(=O)N2CCC(C(=O)Nc3cccc(C(F)(F)F)c3)CC2)c1 | 4% | 6% | u | 3%
O=C(NCCCn1ccnc1)c1ccc(Cl)c(S(=O)(=O)N2CCOCC2)c1 | -2% | -11% | -1.4% | 2%
CCOc1ccc(N(CC(=O)OC)S(=O)(=O)c2ccc3c(c2)n(C)c(=O)c(=O)n3C)cc1 | -13%[10.9 µM] | 41%[activator] | -0.6% | -2%
CCOC(=O)Nc1ccc2c(c1)N(C(=O)OCCN(C)C)c1ccccc1CC2 | -6% | -10% | -0.6% | -15%
COc1ccccc1CNC(=O)C1CCCN(S(=O)(=O)c2cccc3cccnc23)C1 (stereo unspecified) | -18% | -6% | 4.3% | 5%
CCc1nn(CC(=O)NCCCc2ccccc2)c(=O)c2cc3ccccc3n12 | -2%[10.9 µM] | 11% | -1.3% | 8%
Cc1ccc(S(=O)(=O)N2CCN(C(=O)CN3CCOCC3)C2c2ccccc2)cc1 (stereo unspecified) | 5% | -12% | 2.0% | -6%
CCOC(=O)C1CCCN(C(=O)C2c3ccccc3Oc3ccccc32)C1 (stereo unspecified) | -12% | -4% | 4.0% | 3%
Fc1ccc(-c2nnn(Cc3nc4ccccc4s3)n2)cc1 | -6% | -5% | u | -11%
CCc1cc(C(C)=O)c(O)cc1OCCCCCC(C)(C)c1nn[nH]n1 | -14% | 3% | x | 9%

Look-ups from above.
Imprint erasure with O=C(Nc1cnc2ccccc2c1)C1COc2ccccc2O1 (stereo unspecified) = -16%
Imprint erasure with CC(=O)c1cccc(OCC(=O)c2cc(C)n(-c3cc(C)on3)c2C)c1 = -26%
IkB signaling with O=C(Cn1c(=O)n(-c2ccccc2)c(=O)n1CC(=O)N1CCCCC1)N1CCCCC1 = -0.3%
IkB signaling with CNS(=O)(=O)c1cccc(C(=O)OCC(=O)Nc2ccccc2OC(F)F)c1 = 0.8%
p53ts 39C tox with CCc1cc(C(C)=O)c(O)cc1OCCCCCC(C)(C)c1nn[nH]n1 = 3%
